# Assay outcomes: PubChem BioAssay, National Center for Advancing Translational Sciences (NCATS)
# uPA surface inh – cell surface uPA generation inhibition; cell surface uPA generation assay, qHTS; Potency, µM (highest dose often 38.3 µM), for inactives: at the highest dose activity change, negative = inhibition, usual class: inhibitors; 330,000 tested, 0.31% active; active = well fitted inhibition curve with a large enough effect; inconclusive = small, poorly fitted or top-dose-only effect; inactive = no such curve, though single readings can be large or run the other way; tested in mouse RAW 264.7 cells; note: potency is the fitted concentration of half-maximal effect; % is set by controls: 0 for no effect and ±100 for the full control effect; nearly all actives have a fitted effect of over 55% in size
# NPC1 promoter act – activators of NPC1 promoter; AID 485313; Potency, µM (top dose mostly 9.22 µM), inactives show at the top dose activation, usual class: activators; 320,000 tested, 2.4% active; Huh7 NPC1 promoter luciferase reporter, 24 h;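 note: potency is the fitted concentration of half-maximal effect; % of control where 0% means no effect; nearly all actives have a fitted effect of over 60% in size; reporter is driven by a mutant NPC1 promoter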
#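 NPC1 promoter–luciferase Huh7 cells; 24 h compound; luminescence.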
# ELG1 genotox – inducers of genotoxicity in HEK293T ELG1-luciferase cells. HEK293T ELG1-luciferase reporter, luminescence, 16 h. Potency, µM (highest dose often 46 µM), inactives show at the highest dose activity change, positive = activation, usual class: activators. 330,000 tested, 1.3% active; note: potency is the fitted concentration of half-maximal effect; % of control where 0% means no effect; nearly all actives have a fitted effect of over 60% in size
#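 Luminescence read-out: rising ELG1-luciferase signal, reflecting elevated ELG1 protein under genetic stress, flags genotoxic compounds. Cells were treated for 16 hr at 37 °C before ONE-Glo detection.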
# FLuc modulator – counter-screen for miR-21 project: firefly luciferase inhibitors or activators; P08659; purified FLuc, Km substrates, luminescence inhibition; Potency, µM (highest dose often 57.5 µM), without a hit: top-dose activity change, negative = inhibition, actives largely listed as inhibitors; 360,000 tested, 6.9% active;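 note: potency is the fitted concentration of half-maximal effect; plate controls were vehicle for no effect and reference inhibitor for full effect; nearly all actives have a fitted effect of over 55% in size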
# Target sequence (P08659 whole entry, looked up): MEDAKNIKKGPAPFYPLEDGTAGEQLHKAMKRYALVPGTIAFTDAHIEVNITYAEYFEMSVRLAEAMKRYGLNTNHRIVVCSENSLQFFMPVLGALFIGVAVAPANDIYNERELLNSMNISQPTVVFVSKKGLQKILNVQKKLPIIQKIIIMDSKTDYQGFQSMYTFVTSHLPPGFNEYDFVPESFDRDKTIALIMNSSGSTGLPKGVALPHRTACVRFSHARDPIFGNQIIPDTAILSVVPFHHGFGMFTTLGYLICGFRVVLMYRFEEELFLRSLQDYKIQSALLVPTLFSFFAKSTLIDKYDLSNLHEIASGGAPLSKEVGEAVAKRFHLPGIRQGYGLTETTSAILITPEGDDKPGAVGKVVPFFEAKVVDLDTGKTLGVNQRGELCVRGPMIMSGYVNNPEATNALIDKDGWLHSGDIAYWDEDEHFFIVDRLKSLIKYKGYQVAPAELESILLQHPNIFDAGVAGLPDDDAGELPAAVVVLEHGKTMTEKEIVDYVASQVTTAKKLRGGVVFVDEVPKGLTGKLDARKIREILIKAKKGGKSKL
#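 Purified P. pyralis luciferase (10nM final) with 10uM D-luciferin and 10uM ATP (Km levels) in 50mM Tris acetate pH 7.5, 10mM Mg acetate, 0.01% Tween-20, 0.05% BSA; qHTS 6-point titration, ~60 µM downward; luminescence read.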
# Rab9 promoter act – activators of Rab9 promoter; Huh7 Rab9 promoter-luciferase reporter, luminescence, 24 h; Potency, µM (top dose mostly 9.22 µM), without a hit: at the top dose activation, negative = inhibition, hits mostly activators; 320,000 tested, 2.8% active; AID 485297; note: potency is the fitted concentration of half-maximal effect; % of control where 0% means no effect; nearly all actives have a fitted effect of over 60% in size
#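 Huh7 cells stably carrying Rab9 promoter–luciferase reporter, plated 1500 cells/well, compound added after 2 h and incubated 24 h at 37 °C; luciferase luminescence then read after 10 min with detection reagent.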
# RORg inh – ROR gamma (mouse) transcription inhibition | Drosophila S2 Gal4-RORgamma UAS-luciferase reporter, 20 h | 310,000 tested, 5.4% active | P51450 | Potency, µM (top dose mostly 53.6 µM), for the others: top-dose activity change, negative = inhibition, most hits filed as inhibitors; note: potency is the fitted concentration of half-maximal effect; % is set by controls: 0 for no effect and ±100 for the full control effect; nearly all actives have a fitted effect of over 60% in size
#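 Drosophila S2 cells stably expressing Gal4-DBD/mouse RORγ fusion under metallothionein promoter plus UAS-luciferase; compound 1 h, then 700 uM CuSO4 induction for 20 h at ambient temperature; inhibition read as reduced luminescence.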
# KCNH2 3.1 inh – blocks the human KCNH2 3.1 channel isoform; U2OS KCNH2 3.1, thallium flux FluxOr; active compounds read low; 340,000 tested, 0.95% active; AID 720553; activity change, % (tested at about 1.8 µM);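 active = maximum activity change below -70%; inconclusive = maximum activity change from -70% to -50%; inactive = maximum activity change above -50%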;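 note: thallium influx rate constant from kinetic fluorescence after stimulation buffer; % is set by controls: 0 for no effect and ±100 for the full control effect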
#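 We transduce U2OS cells with the mutant 3.1 virus, culture them overnight, load FluxOr with Red40 quencher for 45 min, then add stimulation buffer and read kinetically for 2 min to derive a normalized rate constant.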
# VP16 counter – Gal4-VP16 reporter inhibition counter-screen | Drosophila S2 Gal4-VP16 UAS-luciferase, luminescence, 20 h | Potency, µM (top dose mostly 53.6 µM), without a hit: at the highest dose activity, negative = inhibition, actives largely listed as inhibitors | 310,000 tested, 3.5% active | AID 2546;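 note: Gal4-VP16 expression switched on by copper sulfate through the metallothionein promoter; potency is the fitted concentration of half-maximal effect; % is set by controls: 0 for no effect and ±100 for the full control effect; nearly all actives have a fitted effect of over 50% in size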
# Giardia kill – Giardia lamblia killing; Giardia lamblia trophozoite viability; activity change, % at 7.66 µM, hits read low; 340,000 tested, 0.15% active; AID 540267; in the data active = activity change below about -80%; inconclusive = between about -30% and that limit;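 note: parasites exposed to compound for two days anaerobically before the ATP read; % is set by controls: 0 for no effect and ±100 for the full control effect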
#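 Trophozoite viability was measured as ATP-dependent luminescence, read 15-30 min after reagent addition. Before that, parasites at 100 cells/well were exposed to compounds for 48 h, anaerobically, at 37 deg C.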
# Coupling enz – counter-screen for Giardia aldolase inhibitors: coupling enzyme system. activity change, negative = inhibition, % at 58.2 µM, hits read low. 290,000 tested, 0.67% active. AID 2472. coupling enzyme system counterscreen, AmpLite Red fluorescence; in the data active = activity change below about -30%; note: % is set by controls: 0 for no effect and ±100 for the full control effect
#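 First, compound is pin-transferred into glyceraldehyde-3-phosphate coupling-enzyme reagent at 57.5 uM final and held 10 min at RT. Next, substrate, coupling system and AmpLite Red are added. After 20 min RT, fluorescence (525/598 nm) is read.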
# Tb PFK block – inhibitors of T. brucei phosphofructokinase. 330,000 tested, 0.17% active. Potency, µM (top dose mostly 57.5 µM), without a hit: at the highest dose activity, negative = inhibition, most hits filed as inhibitors. T. brucei PFK, ADP-Glo luminescence;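 note: potency is the fitted concentration of half-maximal effect; 0% = uninhibited 1x PFK enzyme wells and -100% = no-enzyme wells; nearly all actives have a fitted effect of over 60% in size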
# Target sequence (O15648 whole entry, looked up): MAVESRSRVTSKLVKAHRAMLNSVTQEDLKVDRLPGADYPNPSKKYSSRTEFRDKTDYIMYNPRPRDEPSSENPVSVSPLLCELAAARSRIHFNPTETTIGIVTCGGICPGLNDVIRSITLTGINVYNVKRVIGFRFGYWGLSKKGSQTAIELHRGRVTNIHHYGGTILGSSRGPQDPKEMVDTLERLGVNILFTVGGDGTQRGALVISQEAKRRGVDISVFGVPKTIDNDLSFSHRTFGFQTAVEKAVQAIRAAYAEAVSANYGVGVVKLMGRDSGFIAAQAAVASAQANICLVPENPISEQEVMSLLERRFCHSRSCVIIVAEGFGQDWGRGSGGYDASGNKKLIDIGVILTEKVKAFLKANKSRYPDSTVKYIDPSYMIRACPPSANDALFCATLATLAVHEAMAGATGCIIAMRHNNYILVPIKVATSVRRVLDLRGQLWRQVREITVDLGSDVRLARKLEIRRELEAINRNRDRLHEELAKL
#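 In TEA buffer at pH 8.0 with 5 mM MgCl2, enzyme (1.25 nM) converted F6P (0.5 mM) and ATP (0.1 mM) for 45 min at room temperature. ADP product was read by luciferase luminescence.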
# Starred values were filed as active, the others as inactive; ? = inconclusive; . = not tested or not shown; ! = a repeat was not active; [ ] = dose if it differs, or a comment. Unless noted, calls come from the whole dose curve; as a rule, active = well fitted curve in the direction sought with a large enough effect; inconclusive = small, poorly fitted or top-dose-only effect, or another doubt; inactive = no such curve, though single readings can be large; an effect the other way counts as inactive or inconclusive. Rows were taken by chance. Share with any hit: about 14%.
SMILES,uPA surface inh,NPC1 promoter act,ELG1 genotox,FLuc modulator,Rab9 promoter act,RORg inh,KCNH2 3.1 inh,VP16 counter,Giardia kill,Coupling enz,Tb PFK block
COc1ccc(Cl)cc1C(=O)NCCCn1ccnc1,-5%,-1%,-1%,2%,-2%,-23%,3,-2%,-15,1,1%
C=CCn1c(N)c(C(=O)OCC)sc1=S,4%,-5%,6%,-2%,-1%,16%,3,3%,-15,0,-2%
COCCCN1C(=O)c2ccc(C(=O)OCC(=O)N(CCC#N)c3cc(C)cc(C)c3)cc2C1=O,1%,-1%,0%,0%,0%,.,-11,.,18,.,-1%
OC(CN1CCN(c2cccc(Cl)c2)CC1)c1ccc(F)cc1 (stereo not given),6%,-12%,-5%,-1%,-2%[1.84 µM],-1%,-6,14%,-1,1,1%
CCOc1c2ccc(C(=O)NCCc3cccs3)cc2nn1CC,-9%,?,?,24µM*,3.5µM*,-22%,-21,-29%,-30,-5,-4%
COc1ccc(-c2sc3ccc(N4CCOCC4)cc3c2C#CCO)cc1,-2%,.,-4%,.,.,.,-31,.,7,.,13%
CCc1c(O)nc(SCC(=O)Nc2nc3ccccc3s2)n(C2CCCCC2)c1=O,?,-5%,10%,-11%,-1%,41%,-11,-10%,-13,6,-7%
O=C(NCCCN1CCCCCC1)c1cc2c(=O)oc3ccccc3c2s1,-4%,-2%,2%,1%,-2%,-13%,-15,1%,17,0,-6%
COc1ccccc1NC(=O)CCc1nnc2ccc(NCc3ccco3)nn12,-20%,1%,6%,0%,0%,24%,8,-5%,?,.,-6%
COc1ccc(C2C(C#N)=C(N)SC(N)=C2C#N)cc1OC,-5%,0%,-1%,0%,-5%,9%,-17,0%,-7,-25,-1%
CC1CCCC(NC(=O)c2cccs2)C1C (stereo not given),3%,-1%,-3%,-1%,0%,.,2,.,3,.,-12%
NS(=O)(=O)c1ccc(NC(=O)Nc2ccc3c(c2)OCO3)cc1,3%,?,?,15µM*,?,17%,.,9%,-24,-3,?
Cc1ccccc1OCc1nnc(SCC(=O)Nc2ccc(N3CCOCC3)cc2)n1C,0%,5%,13%,?,6%,9%,21,-4%,7,2,1%
COCCn1c(-c2ccc(OC(F)(F)C(F)C(F)(F)F)cc2)nc2c1c(=O)[nH]c(=O)n2CC(C)C (stereo not given),5%,-2%,-14%,-1%,4%,7%,.,-6%,5,-8,-3%
CC(C)c1ccccc1OCC(=O)Nc1nnc(C2CC2)s1,3%,4%,-6%,0%,3%,.,-1,.,-5,.,?

# An excerpt taken from the entries so far, as a working copy:
SMILES,uPA surface inh,NPC1 promoter act,ELG1 genotox,FLuc modulator,Rab9 promoter act,RORg inh,KCNH2 3.1 inh,VP16 counter,Giardia kill,Coupling enz,Tb PFK block
C=CCn1c(N)c(C(=O)OCC)sc1=S,4%,-5%,6%,-2%,-1%,16%,3,3%,-15,0,-2%
COCCCN1C(=O)c2ccc(C(=O)OCC(=O)N(CCC#N)c3cc(C)cc(C)c3)cc2C1=O,1%,-1%,0%,0%,0%,.,-11,.,18,.,-1%
OC(CN1CCN(c2cccc(Cl)c2)CC1)c1ccc(F)cc1 (stereo not given),6%,-12%,-5%,-1%,-2%[1.84 µM],-1%,-6,14%,-1,1,1%
CCOc1c2ccc(C(=O)NCCc3cccs3)cc2nn1CC,-9%,?,?,24µM*,3.5µM*,-22%,-21,-29%,-30,-5,-4%
COc1ccc(-c2sc3ccc(N4CCOCC4)cc3c2C#CCO)cc1,-2%,.,-4%,.,.,.,-31,.,7,.,13%
CCc1c(O)nc(SCC(=O)Nc2nc3ccccc3s2)n(C2CCCCC2)c1=O,?,-5%,10%,-11%,-1%,41%,-11,-10%,-13,6,-7%
O=C(NCCCN1CCCCCC1)c1cc2c(=O)oc3ccccc3c2s1,-4%,-2%,2%,1%,-2%,-13%,-15,1%,17,0,-6%
COc1ccccc1NC(=O)CCc1nnc2ccc(NCc3ccco3)nn12,-20%,1%,6%,0%,0%,24%,8,-5%,?,.,-6%
COc1ccc(C2C(C#N)=C(N)SC(N)=C2C#N)cc1OC,-5%,0%,-1%,0%,-5%,9%,-17,0%,-7,-25,-1%

# Later entries:
SMILES,uPA surface inh,NPC1 promoter act,ELG1 genotox,FLuc modulator,Rab9 promoter act,RORg inh,KCNH2 3.1 inh,VP16 counter,Giardia kill,Coupling enz,Tb PFK block
CCN(CC)c1ccc(C(=O)OCC(=O)NC(C)(C)C)cc1,-2%,-5%,-5%,-9%,-1%,-21%,-5,6%,-2,1,-4%
Cc1nnc(SCC(=O)N2CCN(S(=O)(=O)c3ccc(Cl)cc3)CC2)n(N)c1=O,-5%,-6%,-2%,1%,-4%,-1%,-7,-15%,-13,3,-2%
CN(Cc1ccccc1NS(=O)(=O)c1ccc(Cl)cc1)C1CCCCC1,-1%,-5%,-4%,6%,-2%,2%,21,2%,-12,3,1%
O=C(NCc1ccc2c(c1)OCO2)c1ccc2c(c1)OCCO2,-7%,16%,?,-17%,19%,14%,-24,3%,0,0,-3%
Cc1ccc(N(C)C(=O)CCS(=O)(=O)c2cc3c(cc2Cl)NC(=O)CO3)cc1,4%,1%,1%,1.7µM*!,2%,-8%,8,-1%,-1,4,0%
COc1ccc(-c2nnc(COc3ccc4ccccc4c3)o2)cc1OC,0%,-3%,4%,-11%,-1%,38%,-6,-1%,-5,-1,2%
O=C(CSc1nc(Nc2ccccc2)nc(N2CCOCC2)n1)Nc1ccccc1Cl,-7%,-3%,-23%,0%,-4%,-30%,-3,10%,16,1,-9%
COc1ccc(COC(=O)c2cccc(S(=O)(=O)N3CCCC3)c2)cc1F,0%,3%,-10%,2%,0%,14%,18,0%,-1,.,0%
O=C(COC(=O)C1CC2CCCC(C1)C2=O)NC(=O)c1ccc(OC(F)F)cc1 (stereo not given),-9%,1%,0%,-1%,-4%,6%,9,-8%,-16,2,-1%
CCCc1nc2c(c(=O)c3ccccc3n2C)c(=O)n1-c1cc(C)cc(C)c1,-15%,-3%,4%,15µM*,21%,4%,8,8%,9,5,0%
Cc1ccc(-n2c(=O)c3ccccc3n(CC(=O)C(C)(C)C)c2=O)cc1,?,-1%,-1%,0%,-7%,4%,10,0%,-7,2,-4%
O=C(C[C@@H]1C/C=C\CCC(=O)OC[C@H](Cc2ccccc2)NC1=O)N[C@@H](CO)Cc1ccccc1,-6%,.,-1%,.,.,.,7,.,-22,.,0%
O=C(Nc1nc(-c2ccc(F)c(F)c2)cs1)C1=COCCO1,1%,20%,4%,?,?,.,10,.,-4,.,-10%
Cc1ccc[n+](-c2[nH]c(=O)sc2/C=N/NC(=O)c2ccccc2[O-])c1,1%,1%,6%,4%,1%,-18%,-5,2%,4,-13,?
CC(=O)Oc1ccc(NC(=O)Cc2ccccc2)cc1,.,2%,18%,?,-5%,-2%[0.365 µM],-8,.,0,0,-11%
CCOC(=O)c1sc(NC(=O)COC(=O)C(CCSC)NC(C)=O)nc1C (stereo not given),2%,-4%,1%,4%,-2%,16%,-2,7%,-1,1,-4%
CCC(CC)C(=O)N1CCCC(c2nc(-c3cccs3)no2)C1 (stereo not given),0%,11%,-5%,2%[2.3 µM],4%,18%,-11,24%,-16,2,11%
CCN(/N=C/c1ccc(N(C)C)cc1)c1nc2ccccc2[nH]1,8%,2%,2%,?,-3%,?,-9,?,16,-3,-3%
Cc1ccc2[nH]c(C(=O)O)c(NC(=O)c3ccccc3[N+](=O)[O-])c2c1,-2%,-4%,2%,-2%,-1%,-5%,-7,0%,4,2,-1%
CCc1ccccc1OCC(=O)Nc1ccc(C)c(S(=O)(=O)N2CCCCCC2)c1,-22%,0%,-8%,4%,0%,.,-7,.,-1,.,1%
O=C(Cc1ccc(Cl)cc1Cl)Nc1ccc(OC(F)F)c(Cl)c1,0%,0%,-4%,-4%,4%,-25%,-7,?,9,-5,0%
Cc1[nH]c2ccccc2c1/C=N/NC(=O)CNC(=O)c1ccco1,0%,-1%,-3%,-6%,-2%,-17%,-10,2%,1,5,1%
O=C(COC(=O)c1cnccn1)c1ccc(C2CCCCC2)cc1,3%,-1%,0%,2.4µM*,2%,?,-6,20%,5,-2,3%
C=CCNC(=O)c1cc2nc(C3CC3)cc(C(F)F)n2n1,.,3%,14%,-13%,25%,?,-7,18%,-2,1,0%

# Individual results from the list.
# Entry for O=C(Cc1ccc(Cl)cc1Cl)Nc1ccc(OC(F)F)c(Cl)c1 in Rab9 promoter act: 4%
# Entry for CCC(CC)C(=O)N1CCCC(c2nc(-c3cccs3)no2)C1 (stereo not given) in Rab9 promoter act: 4%
